Compound activity deposited in PubChem by National Center for Advancing Translational Sciences (NCATS).
PI4K2A inh – blocks human PI4K2A kinase activity; purified PI4K2A, ADP-Glo luminescence, 1 h; stronger effect = lower value; 0.13% of 420,000 active; AID 1346378; activity change, negative = inhibition, % at 76.9 µM; in the data active = activity change below about -50%; inconclusive = mostly about -30% to -49%;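 note: -100% = wells without enzyme as full effect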
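ADP-Glo luminescence measured ADP generated by PI4K2A enzyme (4 ug/mL before mixing) with 1.2 mM PI substrate (pre-mix) and 300 microM ATP (pre-mix). Tris pH7.5 buffer with MgCl2, Triton X-100; 1 h reaction at ambient temperature.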
mIDH1 inhibitor – human IDH1 R132H inhibition. IDH1-R132H enzyme, NADPH consumption, diaphorase/resazurin fluorescence. Potency, µM (top dose mostly 76.6 µM), inactives show at the highest dose activity change, negative = inhibition, most hits filed as inhibitors. 0.093% of 390,000 active. AID 602179; note: potency is the fitted concentration of half-maximal effect; % is set by controls: 0 for no effect and ±100 for the full control effect; nearly all actives have a fitted effect of over 65% in size
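IDH1-R132H (0.5 ug/mL) preincubated 30 min with compound, then NADPH (0.016 mM) and alpha-KG (2 mM) added; 80 min at RT, pH 7.5. Remaining NADPH coupled via diaphorase/resazurin to fluorescence (540/590 nm); concentration-response curves normalized to no-enzyme control.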
Pin1 inh – blocks the human prolyl isomerase Pin1; Q13526; Pin1 FP peptide displacement, HiFluor488, 10 min; Potency, µM (highest dose often 115 µM), without a hit: at the highest dose activity, negative = inhibition, actives largely listed as inhibitors; 0.009% of 390,000 active; AID 504891; active = well fitted inhibition curve with a large enough effect in the polarisation, with a control signal flat, not every such curve was filed as active; inconclusive = small, poorly fitted or top-dose-only effect, or effect the other way, or a change in a side signal; inactive = no such curve, though single readings can be large or run the other way; the % refers to the polarisation; note: potency is the fitted concentration of half-maximal effect; % is set by controls: 0 for no effect and ±100 for the full control effect
Target sequence (Q13526 whole entry, looked up): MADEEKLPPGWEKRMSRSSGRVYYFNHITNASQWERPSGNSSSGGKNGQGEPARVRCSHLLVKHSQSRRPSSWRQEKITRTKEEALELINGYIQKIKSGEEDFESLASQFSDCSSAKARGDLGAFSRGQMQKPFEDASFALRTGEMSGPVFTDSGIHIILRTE
Tb PGK inh – inhibitors of T. brucei phosphoglycerate kinase; Potency, µM (highest dose often 57.5 µM), without a hit: at the top dose activity change, negative = inhibition, actives largely listed as inhibitors; P07378; 0.043% of 380,000 active; PGK/GAPDH coupled, Kinase-Glo luminescence, 60 min; note: potency is the fitted concentration of half-maximal effect; % is set by controls: 0 for no effect and ±100 for the full control effect; nearly all actives have a fitted effect of over 60% in size
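Recombinant glycosomal PGK reaction used 1,3-bisphosphoglycerate generated in-well by GAPDH (100nM final) in 100mM TEA pH 7.6, 5mM MgCl2, 0.01% Tween-20. After 60 minutes at room temperature, ATP was read by Kinase-Glo Plus luminescence end-point.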
HP1b chromo inh – HP1-beta chromodomain-methylated histone interaction inhibition. Potency, µM (doses to about 114 µM), without a hit: at the top dose activity change, negative = inhibition, actives largely listed as inhibitors. AlphaScreen HP1-beta / biotin-H3K9me3 peptide binding. P83916. AID 540317. 0.56% of 390,000 active; note: potency is the fitted concentration of half-maximal effect; nearly all actives have a fitted effect of over 70% in size; inactives centre near 23
Target sequence (P83916 whole entry, looked up): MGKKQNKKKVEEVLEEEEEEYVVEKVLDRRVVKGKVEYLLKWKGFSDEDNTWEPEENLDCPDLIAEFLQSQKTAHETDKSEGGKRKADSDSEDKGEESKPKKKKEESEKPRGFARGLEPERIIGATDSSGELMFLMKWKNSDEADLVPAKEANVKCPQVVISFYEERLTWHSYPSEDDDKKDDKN
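AlphaScreen: HP1-beta (50 nM) preformed 30 min with biotin-H3(1-18)K9me3 peptide (50 nM) in PBS pH 7.4, 0.01% Tween-20. Compound added for 30 min at RT, then streptavidin donor/nickel chelate acceptor beads (10 ug/mL) for 30 min.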
TrxR1 substrate – rat thioredoxin reductase 1 substrate activity; purified TrxR1 substrate turnover, NADPH consumption readout; Potency, µM (doses to about 114 µM), inactives show at the highest dose activity change, negative = substrate turnover; O89049; 0.01% of 390,000 active; note: potency is the fitted concentration of half-maximal effect; % is set by controls: 0 for no effect and ±100 for the full control effect; nearly all actives have a fitted effect of over 50% in size
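Rat TrxR1, dispensed at 90 nM, was prereduced with 400 uM NADPH (final) for 5 min at ~22 deg C, then incubated with compound 15 min before 400 uM selenite. A first-read NADPH fluorescence drop versus no-compound background flagged substrates.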
USP1 inh – USP1/UAF1 (human) deubiquitinase inhibition. O94782. recombinant USP1/UAF1, Ub-Rhodamine cleavage fluorescence. Potency, µM (highest dose often 57.1 µM), for the others: top-dose activity change, negative = inhibition, usual class: inhibitors. 0.23% of 390,000 active. AID 743255; note: potency is the fitted concentration of half-maximal effect; % is set by controls: 0 for no effect and ±100 for the full control effect; nearly all actives have a fitted effect of over 60% in size; inactives centre near -12
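In this screen, compounds sit with the deubiquitinase complex (1nM) for 15 min at room temperature before Ub-Rho is added at 150nM final. Fluorescence rise is then followed for 6 reads every 60 seconds.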
TrxR1 inh – blocks rat thioredoxin reductase 1 | O89049 | recombinant rTrxR1, NADPH fluorescence consumption, selenite substrate | Potency, µM (highest dose often 114 µM), for the others: at the highest dose activity change, negative = inhibition, usual class: inhibitors | 1% of 390,000 active; note: potency is the fitted concentration of half-maximal effect; % is set by controls: 0 for no effect and ±100 for the full control effect; nearly all actives have a fitted effect of over 65% in size
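Rat TrxR1 (90 nM in the dispensed reagent) was pre-reduced with 400 uM NADPH for 5 min at room temperature, then incubated with compound for 15 min. After 400 uM selenite was added, NADPH fluorescence (Ex 340/Em 450 nm) was followed for 8 min.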
GLS inhibitor – glutaminase GLS (human) inhibition | O94925 | GLS enzymatic activity, qHTS titration | Potency, µM (top dose mostly 45.5 µM), without a hit: top-dose activity change, negative = inhibition, actives largely listed as inhibitors | 0.21% of 410,000 active | AID 624170; note: potency is the fitted concentration of half-maximal effect; % is set by controls: 0 for no effect and ±100 for the full control effect
Target sequence (O94925 whole entry, looked up): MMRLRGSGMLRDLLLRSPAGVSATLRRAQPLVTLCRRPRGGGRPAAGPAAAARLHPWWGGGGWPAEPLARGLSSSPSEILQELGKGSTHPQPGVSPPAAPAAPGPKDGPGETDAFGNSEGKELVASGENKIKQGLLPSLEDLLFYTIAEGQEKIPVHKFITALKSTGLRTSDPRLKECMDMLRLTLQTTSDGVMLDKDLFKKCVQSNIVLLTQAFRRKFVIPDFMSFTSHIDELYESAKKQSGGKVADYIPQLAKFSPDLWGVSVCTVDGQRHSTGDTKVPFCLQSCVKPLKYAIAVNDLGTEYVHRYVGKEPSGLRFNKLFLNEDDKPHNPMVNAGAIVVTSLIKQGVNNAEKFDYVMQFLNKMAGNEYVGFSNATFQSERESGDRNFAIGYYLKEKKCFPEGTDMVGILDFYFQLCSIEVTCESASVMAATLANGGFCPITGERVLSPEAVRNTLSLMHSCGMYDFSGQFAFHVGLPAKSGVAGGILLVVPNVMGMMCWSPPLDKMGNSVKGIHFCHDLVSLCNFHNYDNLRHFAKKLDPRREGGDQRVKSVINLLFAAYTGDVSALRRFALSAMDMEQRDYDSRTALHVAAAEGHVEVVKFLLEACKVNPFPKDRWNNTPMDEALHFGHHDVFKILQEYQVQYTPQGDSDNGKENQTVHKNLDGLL
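Compounds were pin-transferred onto hKGA, after which L-glutamine (1 mM solution) and a detection mix of glutamate oxidase, HRP and Amplex Red were added. Initial and 30 min RT fluorescence reads were collected.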
* = called active by the depositor; & = joins results of further samples; [ ] = dose if it differs, or a comment. Unless noted, calls come from the whole dose curve; as a rule, active = well fitted curve in the direction sought with a large enough effect; inconclusive = small, poorly fitted or top-dose-only effect, or another doubt; inactive = no such curve, though single readings can be large; an effect the other way counts as inactive or inconclusive. This is a subset; count on the stated rates, not on these rows.

For O=C(NC(=S)Nc1ncc(Br)cc1Br)c1ccccc1 the results were PI4K2A inh 12.1, mIDH1 inhibitor 1.0%, Pin1 inh -1.9%, Tb PGK inh 1.0%, HP1b chromo inh 6.9%, TrxR1 substrate 1.2%, USP1 inh -24.6%, TrxR1 inh 6.0% and GLS inhibitor 10.0%.
For Cn1c(=O)c(C(=O)NCc2ccccc2)c(O)c2ccccc21 the results were PI4K2A inh -0.9, mIDH1 inhibitor -4.3%, Pin1 inh -17.7%, Tb PGK inh inactive, HP1b chromo inh 118.7%[activator], TrxR1 substrate 0.3%[57.1 µM], USP1 inh -3.3%, TrxR1 inh 23.5%[57.1 µM] and GLS inhibitor 8.5%.
For COc1ccc(N2CCN(C(CNS(=O)(=O)c3ccccc3)c3ccccc3)CC2)cc1 (stereo unspecified) the results were PI4K2A inh -5.4, mIDH1 inhibitor 2.7%, Pin1 inh -8.6%, Tb PGK inh -4.6%, HP1b chromo inh inconclusive, TrxR1 substrate -2.3%, USP1 inh -28.5%, TrxR1 inh 10.7% and GLS inhibitor 26.3%.
Screening Cc1cccc(NC(=O)CSc2nc3[nH]c(=O)cc(O)c3s2)c1 returned PI4K2A inh -4.3, mIDH1 inhibitor 1.3%, Pin1 inh 1.6%, Tb PGK inh -12.3%, HP1b chromo inh 12.6%, TrxR1 substrate 11.8%, USP1 inh 1.5%, TrxR1 inh 21.4% and GLS inhibitor 15.5%.
CC1(c2nnc(Cc3ccccc3)o2)CC(c2ccc(C#N)cc2)=NO1 (stereo unspecified) was read as PI4K2A inh -1.9, mIDH1 inhibitor 0.3%, Pin1 inh 1.4%, Tb PGK inh 5.9%, HP1b chromo inh 48.6%[activator], TrxR1 substrate 6.0%, USP1 inh -10.1%, TrxR1 inh 15.8µM* and GLS inhibitor -0.3%.
`CCOC(=O)CNC(=S)N(Cc1ccccc1)Cc1cccs1` gave PI4K2A inh 4.8, mIDH1 inhibitor 6.9%, Pin1 inh 7.5%, Tb PGK inh -3.7%, HP1b chromo inh 42.0%[activator], TrxR1 substrate -9.7%, USP1 inh -7.3%, TrxR1 inh 10.4%[57.1 µM] and GLS inhibitor 2.3%.
For Cc1cc(C)n2c(-c3ccccc3Cl)nnc2n1 the results were PI4K2A inh -1.5, mIDH1 inhibitor 1.5%, Pin1 inh 1.9%, Tb PGK inh 9.1%, HP1b chromo inh 29.9%, TrxR1 substrate 49.0%[activator], USP1 inh -12.5%, TrxR1 inh 11.4% and GLS inhibitor 6.3%.
`COC(=O)c1cn(-c2ccccc2)c(=O)c2ccccc12` gave PI4K2A inh 2.0, mIDH1 inhibitor -3.7%, Pin1 inh -0.5%, Tb PGK inh 4.7%, HP1b chromo inh 37.0%, TrxR1 substrate 4.5%, USP1 inh -11.4%, TrxR1 inh 5.4% and GLS inhibitor 2.0%.
For CN(C)S(=O)(=O)c1cccc2c1C(=O)c1ccccc1C2=O the results were PI4K2A inh 0.7, mIDH1 inhibitor -2.7%, Pin1 inh 7.1%, Tb PGK inh 0.6%, HP1b chromo inh 29.7%, TrxR1 substrate -5.8%, USP1 inh -3.6%, TrxR1 inh -3.5% and GLS inhibitor 15.4%.
For CCOC(=O)c1c(NC(C)=O)c2c3c(sc2n1Cc1nc(-c2ccccc2Cl)oc1C)CCCC3 the results were PI4K2A inh -2.2, Pin1 inh 2.0%, HP1b chromo inh 16.8%, TrxR1 substrate -7.1%, USP1 inh -22.6%, TrxR1 inh 7.0% and GLS inhibitor -14.0%.
`c1c(CC2CCCC2)nnn1C[C@H]1CC[C@@H]([C@@H]2CC[C@H](Cn3cc(CC4CCCC4)nn3)O2)O1` gave PI4K2A inh -4.4, mIDH1 inhibitor -4.8%, Pin1 inh -9.2%, Tb PGK inh inactive, HP1b chromo inh 31.2%, TrxR1 substrate 0.3%, USP1 inh -13.6%, TrxR1 inh 24.0% and GLS inhibitor 0.3%.
For O=C(OCC(=O)c1ccc(Cl)cc1Cl)c1ccccn1 the results were PI4K2A inh 0.5, mIDH1 inhibitor -13.3%, Pin1 inh 1.8%, Tb PGK inh 4.5%, HP1b chromo inh 28.2%, TrxR1 substrate 4.9%, USP1 inh -17.8%, TrxR1 inh 14.7% and GLS inhibitor -0.1%.
`C/C(=N/NC(=O)CNc1ccc(C)cc1)c1ccc(Br)s1` gave PI4K2A inh 3.9, mIDH1 inhibitor 11.7%, Pin1 inh 1.6%, Tb PGK inh -2.5%, HP1b chromo inh -4.6%, TrxR1 substrate 8.6%, USP1 inh -9.2%, TrxR1 inh -5.4% and GLS inhibitor 4.7%.
`CCC(C)n1c(SCc2ccc(F)cc2Cl)nc2ccsc2c1=O` (stereo unspecified) gave PI4K2A inh -2.4, mIDH1 inhibitor 10.1%, Pin1 inh 4.6%, Tb PGK inh -13.0%, HP1b chromo inh 182.1%[activator], TrxR1 substrate 10.3%[57.1 µM], USP1 inh 2.8%, TrxR1 inh 12.2%[57.1 µM] and GLS inhibitor 6.6%.
COc1ccc(C2/C=C\CNCC(=O)N2Cc2ccc(F)cc2)cc1 (stereo unspecified) was read as PI4K2A inh 4.5, mIDH1 inhibitor 7.1%, Pin1 inh 16.8%&-0.7%, Tb PGK inh inactive, HP1b chromo inh 26.4%&41.6%, TrxR1 substrate 6.0%&0.8%, USP1 inh -19.4%, TrxR1 inh inconclusive and GLS inhibitor -5.8%.
`N#C/C(=C(/O)COC(=O)c1ccc(O)cc1)c1nc2ccccc2[nH]1` gave PI4K2A inh -1.0, mIDH1 inhibitor -1.1%, Pin1 inh inconclusive, Tb PGK inh inactive, HP1b chromo inh 50.3%[activator], TrxR1 substrate 5.5%, USP1 inh -19.1%, TrxR1 inh 26.1% and GLS inhibitor -0.2%.
Fc1cc(F)cc(Nc2nc(Cl)nc(NC3CCCC3)n2)c1 was read as PI4K2A inh -0.6, Pin1 inh 6.7%&-10.0%, Tb PGK inh -1.2%, HP1b chromo inh 91.8%[activator], TrxR1 substrate -5.4%, TrxR1 inh 1.6% and GLS inhibitor 2.2%.
`O=C(N/N=C/c1ccc(-c2ccccc2[N+](=O)[O-])o1)c1cccnc1` gave PI4K2A inh -7.3, mIDH1 inhibitor 16.1%, Pin1 inh inconclusive, Tb PGK inh -0.8%, HP1b chromo inh 0.7%, TrxR1 substrate -13.5%, USP1 inh inconclusive, TrxR1 inh 50.1µM* and GLS inhibitor -3.5%.
COc1ccccc1Oc1ccc2c(c1)C(=O)N(c1cccc3ncccc13)C2=O was read as PI4K2A inh 1.9, mIDH1 inhibitor -5.7%, Pin1 inh 15.9%, Tb PGK inh -5.8%, HP1b chromo inh 19.9%, TrxR1 substrate 8.8%[57.1 µM], USP1 inh 2.5%, TrxR1 inh 10.6%[57.1 µM] and GLS inhibitor 0.0%.
`Cc1ccc(S(=O)(=O)N2CCCC2C(=O)NCc2ccco2)cc1` (stereo unspecified) gave PI4K2A inh 0.2, mIDH1 inhibitor -6.4%, Pin1 inh 1.7%, Tb PGK inh -1.5%, HP1b chromo inh 27.6%, TrxR1 substrate 6.2%, USP1 inh 11.6%, TrxR1 inh -20.8% and GLS inhibitor -4.9%.
Screening COc1ccc(NC(=O)C[C@H]2C(=O)N(C3CCCCC3)C[C@@H]2CSC)cc1 returned PI4K2A inh 1.7, mIDH1 inhibitor 16.0%, Tb PGK inh 6.8%, USP1 inh -6.9% and GLS inhibitor 2.9%.
For Cc1ccc(S(=O)(=O)N2CCCCC2)cc1C(=O)NCC1CCCO1 (stereo unspecified) the results were PI4K2A inh -7.4, mIDH1 inhibitor -3.4%, Pin1 inh 5.9%, Tb PGK inh -1.6%, HP1b chromo inh 18.4%, TrxR1 substrate -1.7%, USP1 inh -0.6%, TrxR1 inh 9.3% and GLS inhibitor 10.5%.
For COc1ccc(/C=C/C(=O)C2CC2)cc1COc1cccc(C)c1C the results were PI4K2A inh -2.2, mIDH1 inhibitor 4.2%, Pin1 inh -1.0%, Tb PGK inh -9.9%, HP1b chromo inh 85.2%[activator], TrxR1 substrate -5.4%, USP1 inh inconclusive, TrxR1 inh 4.0%[57.1 µM] and GLS inhibitor -5.1%.
Screening CNc1ccc(Br)cc(C(=O)/C=C/c2ccc(OC)cc2OC)c1=O returned PI4K2A inh -4.1, mIDH1 inhibitor 11.3%, Pin1 inh 9.3%, Tb PGK inh -7.3%, HP1b chromo inh inconclusive, TrxR1 substrate -10.1%, USP1 inh -17.0%, TrxR1 inh 14.1µM* and GLS inhibitor 3.7%.
`Cc1nn(CCCC(=O)Nc2ccccn2)c(C)c1[N+](=O)[O-]` gave PI4K2A inh -1.2, mIDH1 inhibitor -3.7%, Pin1 inh -0.3%, Tb PGK inh 4.7%, HP1b chromo inh 20.3%, TrxR1 substrate 4.7%[57.1 µM], USP1 inh -17.3%, TrxR1 inh 19.5%[57.1 µM] and GLS inhibitor -9.8%.
CC(C)(C)c1nc2scc(-c3ccc(Cl)cc3)c2c(=O)o1 was read as PI4K2A inh -2.5, mIDH1 inhibitor 6.0%, Pin1 inh -10.2%, Tb PGK inh 5.5%, HP1b chromo inh 23.8%, TrxR1 substrate -3.2%, USP1 inh 6.8%, TrxR1 inh -1.2% and GLS inhibitor 1.4%.
For CCOC(=O)N1CCC(O)(c2cc(C)c(C)cc2C)CC1 the results were PI4K2A inh -2.4, mIDH1 inhibitor -0.6%, Pin1 inh 1.8%, Tb PGK inh -2.4%, HP1b chromo inh 39.5%, TrxR1 substrate 8.1%, USP1 inh -12.9%, TrxR1 inh 12.2% and GLS inhibitor -1.6%.
